ABCB1 block = inhibitors of human ABCB1 transporter, ABCG2 counter-screen; P08183; CCRF-Adr cells, JC-1 efflux, flow cytometry; inhibition, % at 6.6 µM; hit rate 0.067% among 190,000; AID 1326; in the data active = inhibition above about 40%;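 note: 0% = vehicle and 100% = reference inhibitor; higher value means more JC-1 retained so stronger ABCB1 efflux block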
RGS4-Gao reg = modulates binding of RGS4 to human Galphao; P09471; Multiplexed bead flow cytometry; actives lie on both sides; binding response (% of control), % at 10 µM; hit rate 0.33% among 220,000; AID 1415; in the data active = binding response below about 49% or above about 150%; inactive = in between;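 note: fluorescent Galphao activated with aluminum fluoride binding bead-coupled RGS4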
Target sequence (P09471 whole entry, looked up): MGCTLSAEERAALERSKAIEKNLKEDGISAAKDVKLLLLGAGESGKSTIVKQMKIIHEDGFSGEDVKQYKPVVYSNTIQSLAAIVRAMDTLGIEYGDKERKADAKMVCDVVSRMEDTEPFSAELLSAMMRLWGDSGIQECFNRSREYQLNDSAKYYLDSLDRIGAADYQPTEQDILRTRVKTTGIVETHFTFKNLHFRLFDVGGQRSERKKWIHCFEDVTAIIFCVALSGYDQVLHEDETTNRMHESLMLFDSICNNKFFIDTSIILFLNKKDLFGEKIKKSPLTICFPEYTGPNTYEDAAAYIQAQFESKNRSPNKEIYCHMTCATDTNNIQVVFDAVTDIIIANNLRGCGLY
RGS8-Gao = regulators of human RGS8-Galphao interaction. hit rate 0.34% among 220,000. response (percent of control binding), % at 10 µM. AID 1423. multiplexed bead flow cytometry, RGS8-Galphao binding; actives lie on both sides. P09471; in the data active = response below about 60% or above about 140%; inactive = in between;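 note: Galphao activated as the GDP aluminium fluoride complex binding bead-coupled RGS8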
RGS7-Gao = human RGS7-Galphao interaction regulation; P09471; Multiplexed bead flow cytometry, RGS7-Galphao binding; actives lie on both sides; binding response (% of control), % at 10 µM; hit rate 0.35% among 220,000; AID 1439; in the data active = binding response below about 49% or above about 150%; inconclusive = no clear call, values can overlap the other calls; inactive = in between;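 note: fluorescent Galphao held in activated GDP-AlF4 state binding bead-coupled RGS7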
ABCG2 inh = human ABCG2 inhibition, ABCB1 as counter-screen; IgMXP3 cells, JC-1 efflux, flow cytometry; inhibition, % at 6.6 µM; hit rate 0.1% among 190,000;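 active = inhibition above 80%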;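 note: 0% = DMSO and 100% = nicardipine control wells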
Target sequence (Q9UNQ0 whole entry, looked up): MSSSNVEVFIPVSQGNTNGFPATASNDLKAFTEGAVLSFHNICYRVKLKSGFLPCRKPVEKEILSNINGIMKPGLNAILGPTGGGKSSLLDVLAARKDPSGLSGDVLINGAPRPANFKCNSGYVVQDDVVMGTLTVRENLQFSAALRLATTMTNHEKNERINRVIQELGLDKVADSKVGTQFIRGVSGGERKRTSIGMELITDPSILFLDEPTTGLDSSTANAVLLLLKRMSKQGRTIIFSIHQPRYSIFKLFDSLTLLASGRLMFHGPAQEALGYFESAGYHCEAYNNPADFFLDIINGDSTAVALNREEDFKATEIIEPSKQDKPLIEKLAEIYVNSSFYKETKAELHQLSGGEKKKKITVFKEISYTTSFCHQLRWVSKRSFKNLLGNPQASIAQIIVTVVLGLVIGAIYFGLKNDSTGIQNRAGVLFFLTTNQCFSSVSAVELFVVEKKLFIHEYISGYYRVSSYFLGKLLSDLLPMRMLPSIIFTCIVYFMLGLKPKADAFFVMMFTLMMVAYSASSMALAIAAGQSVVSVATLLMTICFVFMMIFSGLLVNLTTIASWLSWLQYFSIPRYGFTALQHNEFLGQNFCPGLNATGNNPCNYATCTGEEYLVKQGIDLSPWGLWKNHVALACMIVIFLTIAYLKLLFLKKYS
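Test system: IgMXP3 (ABCG2) plus far-red-tagged CCRF-Adr (ABCB1) cells. Reagent: JC-1 dye as substrate. Timing: 10 min exposure at 25 °C with rotation, no wash. Measured by: flow cytometric JC-1 green MFI at 530 nm. Read-out: percent efflux inhibition, scaled nicardipine 100% to DMSO 0%. Control set: nicardipine and DMSO wells.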
Mcl1 Noxa PPI = disrupts binding of human Mcl-1 to Noxa peptide; TR-FRET Mcl-1/Noxa peptide binding, 2 h; Q07820; AID 1022; hit rate 1.5% among 220,000; inhibition, % at 21.7 µM;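 active = compounds that cut the protein-peptide binding signal by more than 50% relative to plate controls in a single-dose test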;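 note: His-tagged Mcl-1 with rhodamine Noxa BH3 peptide and terbium anti-His antibody; 0% = Mcl-1 plus Noxa peptide wells and 100% = peptide-only wells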
Mcl1-Bid inh = Mcl-1/Bid interaction inhibition. Q07820. TR-FRET Mcl-1/Bid-Dy647 peptide binding, 1536-well. inhibition, % at 21.7 µM. hit rate 0.97% among 220,000;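 active = compounds that cut the binding signal by more than half at the single screening dose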;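 note: His-tagged Mcl-1 with europium anti-His antibody binding Bid BH3 peptide; 0% = Mcl-1 plus peptide wells and 100% = peptide-only wells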
GSH fluor = compound fluoresces at 488/530 nm on GSH beads. hit rate 0.25% among 190,000. GSH beads flow cytometry, compound fluorescence 488/530 nm; active compounds read high. fluorescence (KMESF) at 10 µM; in the data active = fluorescence above about 89;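 note: glutathione beads carrying GST-tagged Bcl family fusion proteins plus one bare bead set; values are compound well signal with DMSO vehicle wells as background; inactives centre near 16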
Mcl-1 Bim block = human Bim-Mcl-1 interaction inhibition | Bead-based flow cytometry, Bim peptide-Mcl-1 binding | inhibition, % at 10 µM | hit rate 0.1% among 190,000; in the data active = inhibition above about 40%;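 note: 0% = no compound tracer wells and 100% = peptide blocker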
Pf gamet viab = inhibitors of late stage P. falciparum gametocyte viability; P. falciparum stage V gametocytes, ATP luminescence, 24 h; inhibition, % at 10.9 µM; hit rate 0.065% among 150,000; AID 743093;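 active = inhibition above the mean plus 3 SD of compounds within the control limits, set per campaign, cut at about 38% in these data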;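 note: 0% = DMSO wells and 100% = medium only without gametocytes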
Avidin fluor = avidin bead compound fluorescence profile; Avidin beads, compound fluorescence 488/530 nm, flow cytometry; active compounds read high; hit rate 0.38% among 220,000; fluorescence (KMESF) at 10 µM; in the data active = fluorescence above about 47; note: inactives centre near 10
Active calls of the source: *; ? = inconclusive; / = not tested or not shown.

SMILES	ABCB1 block	RGS4-Gao reg	RGS8-Gao	RGS7-Gao	ABCG2 inh	Mcl1 Noxa PPI	Mcl1-Bid inh	GSH fluor	Mcl-1 Bim block	Pf gamet viab	Avidin fluor
CC(c1ccccn1)N(Cc1ccco1)C(=S)Nc1cccc(F)c1 (centres undefined)	-0.4	100.3	98.1	94.1	8.9	-36.1	-25.8	13	0.0	-4.8	6
O=C(NC1CCS(=O)(=O)C1)/C(=C\c1ccc(F)cc1)NC(=O)c1ccccc1 (centres undefined)	1.1	101.7	106.0	102.1	6.7	13.7	2.9	16	0.0	-33.2	10
Cc1cc(-c2csc3nc[nH]c(=S)c23)cc(C)c1C	0.1	94.5	102.9	96.0	11.2	-95.8	-48.5	25	-4.0	3.8	5
COC(=O)c1csc(S(=O)(=O)N2CCCCC2)c1OC	/	100.5	100.7	?	/	7.8	6.4	/	/	2.0	9
OC(COc1ccc(Cl)cc1)CN1CCN(c2cccc(Cl)c2)CC1 (centres undefined)	/	104.6	103.0	?	/	0.9	-23.6	/	/	/	5
CC(C1CC1)N(C(=O)NC1CCS(=O)(=O)C1)c1ccccc1 (centres undefined)	0.2	102.0	103.8	100.7	0.5	11.6	3.2	6	1.0	/	14
COc1cccc(NC(=O)Cc2ccc(C)cc2)c1	0.0	99.8	100.8	100.0	0.4	11.3	-12.4	69	18.0	/	6
CCOC(=O)C1C(=O)NC(N2CCN(c3ccccc3)CC2)=NC1c1ccco1 (centres undefined)	0.4	104.5	102.5	99.5	2.9	17.1	-28.2	38	-1.0	11.6	12
CCOC(=O)CN1C(=O)SC(CC(=O)Nc2nccs2)C1=O (centres undefined)	0.2	101.8	100.8	99.9	0.4	10.4	-4.1	40	31.0	/	6
CN1CCN(C(=O)/C=C/c2ccc3c(c2)OCO3)CC1	1.1	99.8	100.2	97.2	11.0	12.5	-20.2	16	-2.0	-8.2	19
CCSc1nnc(NC(=O)CSC2=NN3CCCC(=O)N=C3S2)s1	-1.1	100.9	99.7	102.9	-6.5	16.2	15.5	16	-1.0	4.6	9
CCN(CC)CCNC(C(=O)Nc1ccc([N+](=O)[O-])cc1Br)c1ccccc1 (centres undefined)	0.6	105.5	106.5	100.6	3.2	22.9	-40.8	6	-5.0	/	2
Cc1ccc(NC(=O)CN(C)CC(=O)Nc2ccc(F)c(F)c2F)c(Cl)c1	0.9	104.4	103.1	100.9	17.7	-14.3	-21.0	10	1.0	/	6
CN(Cc1ccccc1)Cc1ccccc1F	0.5	101.5	100.9	98.2	1.9	19.4	8.2	29	-3.0	19.5	18
CC(C)c1onc(C(=O)N2CCN(Cc3ccccc3)CC2)c1[N+](=O)[O-]	0.2	103.3	104.2	99.8	0.0	14.4	-5.9	14	-2.0	/	4
CCn1c(SC/C=C/c2ccccc2)nnc1-c1cccs1	0.5	102.5	106.7	103.5	2.0	-2.4	-14.0	22	0.0	-16.7	18
CC1SC(c2cccc(Cl)c2)NC1=O (centres undefined)	-0.1	102.0	99.9	98.9	-0.1	-4.0	-14.0	4	0.0	14.9	7
OCCC1CN(Cc2ccc3nsnc3c2)CCN1CCc1ccccc1 (centres undefined)	3.8	102.3	103.5	95.0	3.2	12.8	-11.6	10	-3.0	-11.3	3
CC(C)CC(=O)NC(NC(=S)Nc1cccc2cccnc12)C(Cl)(Cl)Cl (centres undefined)	0.4	106.8	101.2	108.6	4.5	16.9	-91.5	47	-3.0	/	5
Cc1sc2nc(CSCC(=O)NC(C)(C)C)[nH]c(=O)c2c1C	0.2	102.5	101.5	102.4	9.3	20.1	-16.3	14	-2.0	7.0	12
Cn1nc(-c2ccc(OCC(=O)Nc3cccnc3)cc2)c2ccccc2c1=O	1.6	88.8	96.9	91.0	8.4	15.8	-1.0	61	-59.0	/	12
C=CCN(CC=C)C(=S)Nc1ccccc1	0.2	97.9	100.9	100.6	0.3	3.6	-54.9	7	0.0	7.3	15
COc1ccc(NC(=O)C2CCN(C(=O)NCc3ccccc3)CC2)cc1	0.0	99.8	100.2	100.1	1.5	9.2	-20.2	21	-1.0	0.1	13
CC[N+](CC)(CC)CC(=O)Nc1ccc(SC(F)F)cc1	-0.2	101.5	100.1	?	-1.1	17.9	16.2	14	3.0	5.2	10
O=C(C1CCC(CNS(=O)(=O)c2ccc(F)cc2)CC1)N1CCOCC1 (centres undefined)	0.1	100.4	98.3	98.1	0.6	-2.4	-65.3	15	0.0	11.8	7
COc1nnc(-c2ccc(N3CCOCC3)c(NC(=O)c3ccc(C)cc3)c2)c2ccccc12	2.8	104.0	104.4	109.2	6.3	-7.8	-6.4	7	0.0	/	12
CC1CC(=O)N(c2ccc(Br)cc2)C(=O)C1	/	103.4	99.9	?	/	-9.8	-19.6	/	/	-24.0	7
O=S(=O)(c1cccc(Cl)c1Cl)N1CCN(C(=S)NCCCN2CCOCC2)CC1	-0.1	99.1	99.0	97.6	-1.4	29.9	2.5	72	-2.0	-23.7	11
N#C/C(C(=O)c1ccccc1)=C1/CCCN1	0.3	103.9	100.4	110.0	12.3	1.8	-37.5	31	-5.0	-22.3	48*
COc1ccc(CCNC(=O)CSc2ccc(-c3ccco3)nn2)cc1	-0.3	97.9	96.0	?	1.1	9.3	-13.2	11	1.0	-4.0	6
Cc1ccc(S(=O)(=O)NC(=O)NC(=O)N(C)S(=O)(=O)c2ccc(C)cc2)cc1	2.0	96.8	88.4	96.8	15.1	1.0	0.1	12	-1.0	8.2	15
NC(=O)C(=O)NN=C1CCC(c2ccccc2)CC1 (centres undefined)	1.0	96.9	99.0	95.2	5.9	8.7	-6.8	10	-5.0	1.0	5
CCC(C)(C)n1nnnc1C(c1ccccc1)N1CCN(Cc2ccccc2)CC1 (centres undefined)	1.1	94.0	98.3	93.3	0.2	6.8	-19.7	10	0.0	/	11
O=C(N/N=C/c1c[nH]c2ccccc12)c1ccc2c(c1)OCCO2	/	98.5	98.8	?	/	-5.7	-29.0	/	/	7.7	6
COc1cccc2cc(C(N)=O)oc12	-0.2	96.3	94.6	97.0	-0.2	4.1	-23.3	11	1.0	-23.4	7
O=C(NNC(=O)c1sccc1-n1cccc1)c1ccc(F)cc1	0.8	100.0	100.0	97.5	6.3	24.1	-40.1	12	0.0	6.9	10
Cc1cc(C(=O)O)c(=O)[nH]c1C	0.1	98.1	98.2	98.8	2.4	-0.2	17.2	26	-2.0	/	8
CCOc1ccc2c(c1)C(N(CCN1CCOCC1)C(=S)Nc1ccccc1OC)CC(C)(C)O2 (centres undefined)	3.4	103.7	99.2	95.9	0.5	22.5	-28.9	12	0.0	8.7	7
Cn1c(=O)c([N+](=O)[O-])c(-n2ccnc2)c2ccccc21	0.4	102.8	99.6	98.5	1.7	3.4	-20.8	59	0.0	-0.7	26
Cc1c(C(=O)N2CCN(c3ncccn3)CC2)sc2nc3n(c(=O)c12)CCCC3	0.6	103.9	103.0	100.9	0.8	-11.6	0.0	14	-3.0	-17.8	35

Reformatted: 10 of the compounds above.
| Compound | ABCB1 block | RGS4-Gao reg | RGS8-Gao | RGS7-Gao | ABCG2 inh | Mcl1 Noxa PPI | Mcl1-Bid inh | GSH fluor | Mcl-1 Bim block | Pf gamet viab | Avidin fluor |
| --- | --- | --- | --- | --- | --- | --- | --- | --- | --- | --- | --- |
| Cc1ccc(S(=O)(=O)NC(=O)NC(=O)N(C)S(=O)(=O)c2ccc(C)cc2)cc1 | 2.0 | 96.8 | 88.4 | 96.8 | 15.1 | 1.0 | 0.1 | 12 | -1.0 | 8.2 | 15 |
| NC(=O)C(=O)NN=C1CCC(c2ccccc2)CC1 (centres undefined) | 1.0 | 96.9 | 99.0 | 95.2 | 5.9 | 8.7 | -6.8 | 10 | -5.0 | 1.0 | 5 |
| CCC(C)(C)n1nnnc1C(c1ccccc1)N1CCN(Cc2ccccc2)CC1 (centres undefined) | 1.1 | 94.0 | 98.3 | 93.3 | 0.2 | 6.8 | -19.7 | 10 | 0.0 | / | 11 |
| O=C(N/N=C/c1c[nH]c2ccccc12)c1ccc2c(c1)OCCO2 | / | 98.5 | 98.8 | ? | / | -5.7 | -29.0 | / | / | 7.7 | 6 |
| COc1cccc2cc(C(N)=O)oc12 | -0.2 | 96.3 | 94.6 | 97.0 | -0.2 | 4.1 | -23.3 | 11 | 1.0 | -23.4 | 7 |
| O=C(NNC(=O)c1sccc1-n1cccc1)c1ccc(F)cc1 | 0.8 | 100.0 | 100.0 | 97.5 | 6.3 | 24.1 | -40.1 | 12 | 0.0 | 6.9 | 10 |
| Cc1cc(C(=O)O)c(=O)[nH]c1C | 0.1 | 98.1 | 98.2 | 98.8 | 2.4 | -0.2 | 17.2 | 26 | -2.0 | / | 8 |
| CCOc1ccc2c(c1)C(N(CCN1CCOCC1)C(=S)Nc1ccccc1OC)CC(C)(C)O2 (centres undefined) | 3.4 | 103.7 | 99.2 | 95.9 | 0.5 | 22.5 | -28.9 | 12 | 0.0 | 8.7 | 7 |
| Cn1c(=O)c([N+](=O)[O-])c(-n2ccnc2)c2ccccc21 | 0.4 | 102.8 | 99.6 | 98.5 | 1.7 | 3.4 | -20.8 | 59 | 0.0 | -0.7 | 26 |
| Cc1c(C(=O)N2CCN(c3ncccn3)CC2)sc2nc3n(c(=O)c12)CCCC3 | 0.6 | 103.9 | 103.0 | 100.9 | 0.8 | -11.6 | 0.0 | 14 | -3.0 | -17.8 | 35 |

New compounds follow.
SMILES	ABCB1 block	RGS4-Gao reg	RGS8-Gao	RGS7-Gao	ABCG2 inh	Mcl1 Noxa PPI	Mcl1-Bid inh	GSH fluor	Mcl-1 Bim block	Pf gamet viab	Avidin fluor
Cn1c(SCc2cccnc2)nnc1-c1c[nH]c2ccccc12	1.0	102.9	99.6	100.3	4.8	14.7	-14.0	16	1.0	/	6
CC(CC(=O)O)Nc1ccccc1O (centres undefined)	-0.1	108.8	105.4	104.2	-0.1	1.9	-53.5	21	0.0	/	6
CCN(CC)C(=O)CSc1nc2cc3c(cc2c(=O)n1Cc1ccc(OC)cc1)OCO3	17.1	98.6	101.5	103.1	10.2	-13.4	-91.2	15	3.0	/	11
CCOC(=O)C(NC(C)=O)C(=O)Nc1ccc(C(C)(C)C)cc1 (centres undefined)	-1.4	96.7	95.3	95.2	-1.3	14.6	-11.7	23	0.0	/	7
COc1ccc(C(=O)OCC(N)=O)cc1[N+](=O)[O-]	0.2	102.7	105.6	101.1	6.7	7.8	-6.5	15	7.0	-3.7	13
